Assay outcomes: PubChem, National Center for Advancing Translational Sciences (NCATS)
D2 potentiator = D2 dopamine receptor (human) potentiation | HEK293 T-REx D2, calcium flux, EC20 dopamine potentiation | potentiation, % at 10 µM | 340,000 tested, 0.34% active | AID 485347;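 active = potentiation over 3 SD above the plate norm, cut at about 30% in these data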; note: 0% is about no effect
Target sequence (P14416 whole entry, looked up): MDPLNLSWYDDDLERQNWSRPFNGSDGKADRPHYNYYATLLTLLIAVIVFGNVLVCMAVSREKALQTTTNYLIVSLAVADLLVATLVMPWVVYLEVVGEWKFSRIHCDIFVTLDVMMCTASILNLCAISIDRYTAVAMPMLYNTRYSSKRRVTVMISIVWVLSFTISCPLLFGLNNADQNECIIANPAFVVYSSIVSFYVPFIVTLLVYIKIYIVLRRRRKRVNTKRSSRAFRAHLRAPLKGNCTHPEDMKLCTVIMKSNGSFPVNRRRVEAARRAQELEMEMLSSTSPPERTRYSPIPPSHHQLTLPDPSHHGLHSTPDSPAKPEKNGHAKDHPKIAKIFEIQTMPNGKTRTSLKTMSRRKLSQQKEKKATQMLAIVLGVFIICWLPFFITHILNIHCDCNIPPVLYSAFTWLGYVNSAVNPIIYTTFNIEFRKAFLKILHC
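Tetracycline-induced HEK293 T-REx cells force-coupled to calcium signalling expressed D2; compounds were pin-added after a 10 s baseline, read kinetically 180 s, then an EC20 dopamine challenge followed with a further 180 s calcium read.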
Glioma ERSR ind = ER stress response induction in glioma; U87-MG GRP78 promoter luciferase reporter, 16 h; Potency, µM, inactives show at the top dose activation, usual class: activators; 420,000 tested, 0.02% active; AID 602332; note: potency is the fitted concentration of half-maximal effect; series mostly up to about 76 µM; % of control where 0% means no effect; nearly all actives have a fitted effect of over 35% in size
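Stably transfected U87-MG human glioma cells carrying a GRP78-based luminescent sensor were seeded at 1000 cells/well, pin-dosed with compounds and incubated 16 h. Luciferase reagent was then added, and end-point luminescence was read after 10 min at room temperature.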
D1 antag = human D1 dopamine receptor antagonism; AID 504652; activity change, negative = inhibition, % at 10 µM; P21728; HEK293 TREx D1 cells, calcium flux, dopamine EC80; stronger effect = lower value; 360,000 tested, 3.2% active; in the data active = activity change below about -30%; note: % is set by controls: 0 for no effect and ±100 for the full control effect
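Inducible Hek293 Trex D1 cells (tetracycline, overnight, 30 C). Calcium dye 30–90 min RT. Antagonist mode: EC80 dopamine added after 180 s compound read.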
D1 ag = activates the human D1 dopamine receptor | P21728 | HEK293 T-REx D1 cells, calcium flux, agonist mode | activation, % at 2 µM | 360,000 tested, 1% active; in the data active = activation above about 30%; note: 0% is about no effect
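Agonism was scored from calcium flux recorded over 180 s (1 read/s) after pintool compound addition, following a 10-cycle baseline. Cells were inducible force-coupled HEK293 TREx D1, plated overnight at 30 C and loaded with no-wash calcium dye.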
Vif-APOBEC3F blk = inhibitors of Vif-A3F interaction. HeLa A3F-eYFP + Vif (tagged APOBEC3F with the HIV-1 protein that degrades it), YFP fluorescence increase. Potency, µM (doses to about 46.1 µM), without a hit: at the top dose activity, negative = active. 390,000 tested, 0.2% active; note: potency is the fitted concentration of half-maximal effect; % of control where 0% means no effect; nearly all actives have a fitted effect of over 65% in size
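HeLa cells stably expressing A3F-eYFP plus Vif, plated and incubated overnight at 37 deg C, then exposed to compounds overnight at 37 deg C. Blocked degradation read as raised yellow fluorescence (Ex 488/Em 500-530).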
RXFP1 antagonist = RXFP1 (human) relaxin receptor antagonism | Q9HBX9 | 350,000 tested, 0.59% active | activity change, negative = inhibition, % at 57.5 µM | AID 1259400 | HEK293-RXFP1, relaxin-stimulated cAMP HTRF, 30 min; stronger effect = lower value;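 active = activity change of -60% or lower, but not beyond a set lower limit; inconclusive = change between -60% and -40%, or beyond the set limit; inactive = change above -40%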; note: % is set by controls: 0 for no effect and ±100 for the full control effect
D1 potentiator = potentiators of human D1 dopamine receptor; potentiation, % at 10 µM; AID 504651; P21728; HEK293 TREx D1 cells, calcium flux, dopamine EC20 potentiation; 360,000 tested, 0.036% active; in the data active = potentiation above about 30%; note: 0% is about no effect
Vif-APOBEC3G blk = blocks the Vif interaction with human APOBEC3G; HeLa A3G-eYFP + Vif (tagged APOBEC3G with the HIV-1 protein that degrades it), YFP fluorescence, overnight; 410,000 tested, 0.076% active; Potency, µM (top dose mostly 46.1 µM), without a hit: top-dose activity, negative = active, hits mostly inhibitors; Q9HC16; AID 602310;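 note: potency is the fitted concentration of half-maximal effect; % is set by controls: 0 for no effect and ±100 for the full control effect; nearly all actives have a fitted effect of over 60% in size; hits raise eYFP signal because A3G escapes Vif-driven loss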
Target sequence (Q9HC16 whole entry, looked up): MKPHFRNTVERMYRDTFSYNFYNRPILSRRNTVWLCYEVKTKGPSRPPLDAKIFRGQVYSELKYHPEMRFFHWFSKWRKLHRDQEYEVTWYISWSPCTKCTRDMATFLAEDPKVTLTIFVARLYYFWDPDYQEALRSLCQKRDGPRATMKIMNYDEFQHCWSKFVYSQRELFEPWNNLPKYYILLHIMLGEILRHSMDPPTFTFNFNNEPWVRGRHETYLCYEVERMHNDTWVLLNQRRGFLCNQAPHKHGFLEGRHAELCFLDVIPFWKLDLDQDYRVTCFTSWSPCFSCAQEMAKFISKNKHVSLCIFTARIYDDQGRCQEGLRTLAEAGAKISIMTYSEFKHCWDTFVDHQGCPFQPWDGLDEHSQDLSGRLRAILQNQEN
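Read-out is eYFP fluorescence (Ex 488/Em 500-530) from Vif-expressing HeLa A3G-eYFP cells; more signal means A3G escaped Vif-mediated degradation. Cells plated overnight, compound pinned in, incubated overnight at 37 deg C.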
RXFP1 agonist = activates the human relaxin receptor RXFP1. Q9HBX9. HEK293T-RXFP1 cAMP TR-FRET, 30 min; response scale: percent of porcine relaxin response, buffer zero. Potency, µM (titrated, usually from 57.5 µM), without a hit: at the top dose activation, most hits filed as activators. 370,000 tested, 0.3% active; note: potency is the fitted concentration of half-maximal effect; % is set by controls: 0 for no effect and ±100 for the full control effect; nearly all actives have a fitted effect of over 60% in size; many of its hits are not listed in these tables
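HEK293T cells stably expressing RXFP1 were pretreated with the PDE4 inhibitor Ro 20174, exposed to compounds for 30 min at 37C, lysed, and cAMP was read by TR-FRET. Data normalized to buffer (basal) and 29 nM porcine relaxin (100%).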
* = called active by the depositor; ? = inconclusive; . = no result given; & = joins results of further samples. Unless noted, calls come from the whole dose curve; as a rule, active = well fitted curve in the direction sought with a large enough effect; inconclusive = small, poorly fitted or top-dose-only effect, or another doubt; inactive = no such curve, though single readings can be large; an effect the other way counts as inactive or inconclusive. Some of the compounds tested; rates above refer to the full screens.

SMILES	D2 potentiator	Glioma ERSR ind	D1 antag	D1 ag	Vif-APOBEC3F blk	RXFP1 antagonist	D1 potentiator	Vif-APOBEC3G blk	RXFP1 agonist
Cc1cc(C(=O)CSc2nnc(-c3ccc(Cl)cc3)n2C)c(C)n1CC1CCCO1 (stereo not drawn)	-3	-4%	0	0	3%	-16	-6	0%	-1.9%
Cc1ccccc1OCC(=O)N(Cc1ccc(C(C)C)cc1)C1CCS(=O)(=O)C1 (stereo not drawn)	.	-1%	18	2	-3%	-22	2	-5%	0.5%
CC(C)Cn1c(Br)nc2c1c(=O)n(CCC#N)c(=O)n2C	9	3%	-3	3	4%	-7	-11	-4%	0.7%
CC1CCCC/C1=N\NC(=S)Nc1cccnc1 (stereo not drawn)	7	-2%	-23	2	-7%	-3	-5	10%	1.2%
COc1ccc(-c2cc(C(F)(F)F)n3nc(C(=O)NCC45CC6CC(CC(C6)C4)C5)cc3n2)cc1	16	-2%	-1	-1	3%	.	-1	5%	0.3%
Cc1ccc(-c2nc3nc4ccccc4nc3n2Cc2ccco2)cc1	5	-11%	-27	2	-2%	-7	-16	-15%	-0.6%
CCCCOc1cccc(NC(=O)CSc2nccn2C)c1	-8	0%	-1	0	-9%	6	-2	-1%	0.2%
O=C(NC1CCCCC1)OCCN1CCN(Cc2ccccc2)CCC1=O	-7	.	-1	1	.	.	2	.	-0.8%
CCOC(=O)C1CCCN(c2oc(-c3ccc(OC)cc3)nc2C#N)C1 (stereo not drawn)	7	-1%	3	2	8%	5	6	1%	4.6%
Cc1ccc(CCC(=O)Nc2cc(Cl)ccc2Cl)o1	13	0%	8	-2	-15%	3	-3	-1%	0.6%
Nc1ccc2c(c1)C(=O)c1cc(N)c(Cl)cc1-2	.	2%	.	.	7%	-23	.	0%	.
Cc1nc2ccc(NC(=O)c3cccs3)cc2c(=O)n1Cc1ccc(Cl)cc1	8	0%	-18	3	-6%	-22	-9	4%	0.5%
Cn1c2c(c(=O)n(C)c1=O)C(c1cccc(F)c1)C(C#N)=C(N)O2 (stereo not drawn)	3	-5%	46	3	-36%	-5	-2	-3%	-0.2%
COc1cc(NC(=S)NCCc2ccccc2)c(OC)cc1NC(=O)C(C)C	1	-1%	1	0	3%	-4	-6	0%	0.0%
Cc1cccc(C)c1NC(=O)CN1C(=O)S/C(=C\c2cccn2-c2cccc(C(=O)O)c2)C1=O	-2	-6%	-3	2	2%	-10	-2	-1%	2.1%
O=C(N/N=C/c1ccoc1)c1ccc([N+](=O)[O-])cc1	-7	-2%	-13	1	3%	-10	-1	-9%	-2.4%
COCCn1c(SCC(=O)N2CCOCC2)nnc1-c1ccncc1	0	-2%	5	7	10%	-15	.	2%	1.8%
O=C(N/N=C/c1cccc2cccnc12)c1ccccc1O	2	-4%	9	9	0%	0	-5	0%	2.4%
Cc1ccc(C)c(NC(=O)c2nc(Cl)ccc2Cl)c1	2	10%	7	2	-4%	0	-1	1%	1.5%
COC(=O)/C=C1/N/C(=N\c2nc(C)cc(C)n2)N(c2ccccc2)C1=O	-11	-4%	-7	1	-10%	-2	0	4%	2.8%
Cc1ccc(CCNC(=O)c2ccc(NC(=O)N3CC(C)Sc4ccccc43)cc2)cc1 (stereo not drawn)	-4	-4%	-3	1	0%	-15	-1	1%	-0.1%
CC1CC(C)CN(CCOc2ccc(Cl)cc2Cl)C1 (stereo not drawn)	.	-2%	-28	10	-1%	-13	-23	-1%	-0.3%
COc1ccc(-c2n[nH]c(=S)n2Cc2ccco2)cc1	4	-5%	.	-1	-3%	-30	-3	-1%	1.7%
Cn1cc(C(=O)NCC2COc3ccccc3O2)c(=O)c2cc(S(=O)(=O)N3CCCCC3)ccc21 (stereo not drawn)	-1	-2%	-17	0	1%	-4	4	0%	0.3%
CCOc1ccc2oc(C(=O)OCC(=O)N3CCCC(C)C3)c(C)c2c1 (stereo not drawn)	-4	0%	-5	7	-3%	-9	-4	-5%	0.6%
CCOC(=O)CC1COCCN1Cc1cn[nH]c1-c1cc(OC)c(OC)c(OC)c1 (stereo not drawn)	.	-1%	-5	1	1%	-6	-7	6%	2.0%
CSc1ncc(C(=O)Nc2ccc(C)c(Cl)c2)c(-c2ccccc2)n1	2	-1%	4	12	-2%	-27	1	-1%	-0.3%
CS(=O)(=O)N(CC(=O)N1CCN(c2ccc(F)cc2)CC1)c1ccc(F)c(Cl)c1	10	-3%	.	-1	-1%	6	0	4%	0.8%
COc1ccc(S(=O)(=O)NC(C)C(=O)Nc2ccccc2F)cc1 (stereo not drawn)	8	-4%	-3	4	2%	-2	1	1%	0.0%
Cc1cc2cc(CN(CC3CCCO3)C(=O)c3cnccn3)c(=O)[nH]c2cc1C (stereo not drawn)	1	-2%	3	-2	0%	-19	7	-1%	1.4%
O=C(/C=C/c1ccc(Cl)cc1)N1CCN(c2ccc(Cl)cc2[N+](=O)[O-])CC1	-5	1%	5	4	-16%	-6	2	-3%	0.6%
CC(C)(C)C(=O)Nc1cc2c3c(c1)CCC(=O)N3CCC2	-1	-2%	-2	1	-1%	-2	-5	-3%	2.8%
CC(=O)c1ccc(N2CCN(C(=O)/C=C/c3cccs3)CC2)cc1	-2	1%	-16	0	-15%	10	-4	-5%	-1.6%
CC1CNc2c(cccc2S(=O)(=O)N[C@@H](CCCN=C(N)N)C(=O)N2CC[C@@H](C)C[C@@H]2C(=O)O)C1 (stereo partly drawn)	1	.	0	1	.	.	-2	.	0.9%
Cc1ccnc(NC(=O)CCC(=O)N(CC(=O)NC2CCCCC2)CC2CCCO2)c1 (stereo not drawn)	-5	-1%	6	3	0%	-2	-2	-2%	0.2%
O=S(=O)(NCC1CCCO1)c1ccc(S(=O)(=O)N(Cc2ccc(F)cc2)C2CCCCC2)cc1 (stereo not drawn)	.	-6%	.	.	-4%	-8	.	-1%	.
O=c1oc2c3c4c(cc2c(C(F)(F)F)c1CCN1CCOCC1)CCCN4CCC3	.	-4%	17	178*	7.9µM*	9	-1	?	1.9%
COc1ccc(NC(=O)C2CCC(C(C)(C)C)CC2)cc1S(=O)(=O)N1CCOCC1 (stereo not drawn)	2	-2%	13	0	-5%	-1	6	-8%	-2.3%
NNC(=O)c1nn(-c2ccc(Cl)cc2)cc1O	-8	-4%	-8	0	2%	-11	-6	-2%	0.6%
COc1ccc(/C=C/C(=O)Nc2cccnc2Cl)cc1	7	-3%	1	0	1%	-8	1	1%	-2.0%

In another format: entries from further up
compound: Cc1nc2ccc(NC(=O)c3cccs3)cc2c(=O)n1Cc1ccc(Cl)cc1
  D2 potentiator: 8	Glioma ERSR ind: 0%	D1 antag: -18	D1 ag: 3	Vif-APOBEC3F blk: -6%	RXFP1 antagonist: -22	D1 potentiator: -9	Vif-APOBEC3G blk: 4%	RXFP1 agonist: 0.5%

compound: COc1ccc(-c2n[nH]c(=S)n2Cc2ccco2)cc1
  D2 potentiator: 4	Glioma ERSR ind: -5%	D1 antag: .	D1 ag: -1	Vif-APOBEC3F blk: -3%	RXFP1 antagonist: -30	D1 potentiator: -3	Vif-APOBEC3G blk: -1%	RXFP1 agonist: 1.7%

Next compounds
SMILES	D2 potentiator	Glioma ERSR ind	D1 antag	D1 ag	Vif-APOBEC3F blk	RXFP1 antagonist	D1 potentiator	Vif-APOBEC3G blk	RXFP1 agonist
COc1ccc(CCNC(=O)Cn2c(-c3nonc3N)nc3ccccc32)cc1OC	-10	-5%	-4	0	1%	-13	7	-1%	1.2%
CCCCCCCCC/C(=N\O)c1ccccn1	-4	-4%	3	6	?	-69*	0	-7%	-0.6%
Nc1nc(NC(=O)/C=C/c2ccccc2)nn1-c1ccccc1	3	-3%	-61*	0	8%	2	-13	0%	1.2%
O=C(c1ccc2c(c1)N(Cc1ccccc1F)C(=O)c1ccccc1S2=O)N1CCOCC1 (stereo not drawn)	-2	-2%	-1	0	5%	.	-3	2%	-2.6%
CC(C)Cc1ccc(CN2CCCC(NC(=O)CCN3CCOCC3)C2)cc1 (stereo not drawn)	6	-2%	-8	2	-11%	-11	-5	0%	-0.1%
Cc1cc([N+](=O)[O-])ccc1NC(=O)C(C)N1CCN(c2ccccn2)CC1 (stereo not drawn)	-6	-3%	-7	-1	6%	-13	-1	2%	0.1%
Cc1c(Cc2ccccc2)c(=O)oc2cc(O)ccc12	-9	-7%	-4	2	3%	17	-2	-5%	11%
COC(=O)C1=C(C)N(Cc2ccccc2)C(=S)N[C@H]1c1cccc(F)c1	-6	-3%	-5&-4	5&1	?	.	3&-8	-6%	-0.2%&1.7%
O=C(/C=N/O)NCc1ccncc1	-4	-3%	25	3	2%	-4	-4	2%	2.6%
c1ccc(-c2ccccc2OCCn2cncn2)cc1	8	-5%	-10	3	-1%	-9	-12	0%	-0.3%
O=C(Nc1cc(F)ccc1F)C1CCCN(c2ncnc3c2nc2n3CCCCC2)C1 (stereo not drawn)	0	9%	29	-1	10%	6	3	-3%	2.1%
CC(=O)Nc1ccc(NC(=O)/C=C/c2ccccc2)cc1	-3	?	1	1	-8%	-20	6	2%	-1.0%
Cc1ccc(CCNC(=O)c2cc3n(n2)CCCN(Cc2ccc(C)cc2)C3=O)cc1	4	-2%	2	18	1%	-12	1	3%	0.7%
O=C(NNc1c2ccccc2nc2ccccc12)c1ccc(O)cc1	.	0%	11	0	7%	-8	0	17%	-0.1%
COC(=O)C1CSC(C(=O)OC)N1C(=O)CN1CC(C)OC(C)C1 (stereo not drawn)	6	0%	-2	1	9%	-1	-3	1%	2.5%
COc1ccc(Nc2cc(C)c3cc(NC(=O)Cc4c(F)cccc4Cl)ccc3n2)cc1	-4	-3%	7	1	4%	.	-3	-5%	3.8%
CC(=O)N1CCSc2ccc(S(=O)(=O)Nc3ccccc3C)cc21	-4	-5%	-14	12	1%	2	1	-1%	4.5%
Oc1nc(Nc2ccc(Cl)cc2Cl)sc1/C=C1\C=Nc2ccccc21	12	-5%	-11	8	?	18	0	-9%	-0.2%
COC(=O)c1c(C)nc(C)c(C(=O)OC)c1-c1cccs1	-8	0%	5	2	-14%	-11	-3	-6%	0.6%
